Screens from PubChem BioAssay.
ERp5 inh – ERp5 (human) disulfide isomerase inhibition; Q15084; ERp5 insulin aggregation, absorbance 650 nm, 90 min; inhibition, % at 9.99 µM; actives 0.05% (n = 350,000);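 active = mean replicate inhibition above about 25%, with every replicate also reaching it, limit read from the data, passing the limit was not always enough; inconclusive = only one of those two criteria met; inactive = neither criterion met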
Target sequence (Q15084 whole entry, looked up): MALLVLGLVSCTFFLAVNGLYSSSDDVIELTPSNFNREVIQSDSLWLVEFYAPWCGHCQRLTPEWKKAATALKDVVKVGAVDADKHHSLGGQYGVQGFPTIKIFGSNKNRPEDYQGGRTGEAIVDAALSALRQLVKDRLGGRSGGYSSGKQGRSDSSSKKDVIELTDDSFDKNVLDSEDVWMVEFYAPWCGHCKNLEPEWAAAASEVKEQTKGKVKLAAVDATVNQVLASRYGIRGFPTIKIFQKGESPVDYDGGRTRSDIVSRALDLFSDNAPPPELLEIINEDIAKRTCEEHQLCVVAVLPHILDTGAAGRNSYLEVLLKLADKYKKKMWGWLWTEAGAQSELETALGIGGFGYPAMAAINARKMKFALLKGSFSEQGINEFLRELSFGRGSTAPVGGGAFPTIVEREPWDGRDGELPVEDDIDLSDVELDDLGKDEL
SIRT5 inh – sirtuin-5 (human) deacylase inhibition; Q9NXA8; actives 1.1% (n = 330,000); AID 652115; Purified SirT5, succinyl-peptide AMC, trypsin-coupled fluorescence; inhibition, % at 15 µM; in the data active = inhibition above about 15%; inconclusive = no clear call, values can overlap the other calls
Target sequence (Q9NXA8 whole entry, looked up): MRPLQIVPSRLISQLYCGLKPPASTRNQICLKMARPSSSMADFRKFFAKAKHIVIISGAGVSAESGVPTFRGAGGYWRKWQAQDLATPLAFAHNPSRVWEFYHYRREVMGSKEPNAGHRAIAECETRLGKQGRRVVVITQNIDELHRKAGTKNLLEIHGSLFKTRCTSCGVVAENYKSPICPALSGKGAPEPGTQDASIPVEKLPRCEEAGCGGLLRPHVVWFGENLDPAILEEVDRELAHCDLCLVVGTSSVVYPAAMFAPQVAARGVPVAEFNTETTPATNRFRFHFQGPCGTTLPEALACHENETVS
CASP6 VEID inh – blocks human caspase-6 cleavage activity; P55212; purified caspase-6, Z-VEID-R110 cleavage fluorescence; inhibition, % at 12.5 µM; actives 0.53% (n = 350,000);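 active = mean inhibition across replicates at least about 35%, with every replicate also reaching that limit, limit read from the data; inconclusive = only one of the two criteria met; inactive = neither criterion met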;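 also: 0% = median of neutral control wells and 100% = no fluorescence left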
Target sequence (P55212 24-179 limits assumed): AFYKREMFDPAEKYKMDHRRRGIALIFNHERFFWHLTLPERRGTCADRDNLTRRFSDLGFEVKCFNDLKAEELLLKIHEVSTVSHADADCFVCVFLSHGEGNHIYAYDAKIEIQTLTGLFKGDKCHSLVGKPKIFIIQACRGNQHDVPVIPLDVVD
Target sequence (P55212 194-293 limits assumed): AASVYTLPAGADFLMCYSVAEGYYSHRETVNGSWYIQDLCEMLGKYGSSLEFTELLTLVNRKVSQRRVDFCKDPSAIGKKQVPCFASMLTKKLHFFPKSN
miR122 inh – miR-122 inhibition in Huh7 cells. Huh7 miR-122 Renilla luciferase sensor, 48 h; neutral wells = 0, positive control = 100. activation (reporter increase), % at 12.5 µM. actives 0.3% (n = 340,000). AID 602342;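 active = mean replicate activation score at least 90 and every replicate individually at or above 90; inconclusive = only one of the two criteria met; inactive = neither criterion met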;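 also: higher luciferase means less miR-122 activity so hits act as miR-122 inhibitors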
F508del corr – CFTR F508del correction in bronchial cells. CFBE cells, YFP halide quenching; stimulated with forskolin plus potentiator P3; % fluorescence drop versus neutral controls. activity (quench increase), % at 7.58 µM. AID 720511. actives 0.36% (n = 350,000);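 active = mean added fluorescence quench of at least 8% versus neutral control, with both replicates also reaching 8%; inconclusive = only one of the mean or replicate conditions met; inactive = mean below 8% and not both replicates reaching 8%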;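 also: cells transiently co-express mutant CFTR-F508del with the halide-sensitive YFP; corrector assay measuring rescue of mutant channel to the surface after 24 h compound exposure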
DENV2 CPE – DENV2-induced cell death inhibition; DENV2-infected cells, cytopathic effect rescue, plate reader; CPE inhibition, % at 9.99 µM; actives 1.7% (n = 350,000); AID 651640; in the data active = CPE inhibition above about 20%, passing the limit was not always enough; inconclusive = no clear call, values can overlap the other calls; tested in BHK-21 cells;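 also: 0% = median of neutral control wells and 100% = median of positive control wells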
ERAP1 inh – ERAP1 (human) enzyme inhibition; AID 652197; actives 0.15% (n = 340,000); recombinant ERAP1, Leu-AMC fluorescence, 60 min; Q9NZ08; inhibition, % at 10.7 µM;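 active = mean replicate inhibition of at least 30%, or all replicates individually reaching that 30% level; inactive = mean below 30% and not every replicate reaching it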;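 also: 0% = neutral control wells and 100% = L-leucinethiol positive control wells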
An asterisk follows results filed as active; ? = inconclusive; / = not tested or not shown; [ ] = dose if it differs, or a comment. The order is random. About 4% of those tested had a hit in this group.

Values run as follows: DENV2 CPE | SIRT5 inh | miR122 inh | ERAP1 inh | F508del corr | CASP6 VEID inh | ERp5 inh
> CC(C)C#Cc1ccc2c(c1)O[C@@H](CN(C)C(=O)c1cnccn1)[C@H](C)CN([C@@H](C)CO)S2(=O)=O
 : -13 | -1 | -1[16.7 µM] | -1 | -1.6 | -3 | 0
> CCOC(=O)c1cc(-c2ccccc2)nn1CC1CC(c2cccc([N+](=O)[O-])c2)=NO1 (stereo not drawn)
 : 0 | 1 | 0 | 2 | 0.1 | -1 | 8
> Cc1cc(C)c2nc(N(CCCN(C)C)C(=O)c3ccc(S(=O)(=O)N4CC(C)OC(C)C4)cc3)sc2c1 (stereo not drawn)
 : 8 | -2 | / | 0 | 2.0 | -4 | -5
> O=C(N[C@H]1CC[C@H](CCn2cc(C3CCCCC3)nn2)O[C@H]1CO)c1cccnc1
 : 1 | 4 | / | -1 | -0.2 | 2 | -4
> CN1c2ccc(Br)cc2[C@H]2[C@H](CCN2C(=O)Nc2ccc(F)cc2)[C@H]1CO
 : -15 | 11 | -4[16.7 µM] | 1 | 2.2 | 3 | -12
> CCCn1c(N)c(N(CCOC)C(=O)C2CCCC2)c(=O)[nH]c1=O
 : 1 | -5 | -1 | 3 | -2.3 | 1 | -4
> COc1ccccc1CNC(=O)CCC(=O)N1CCOc2ccc(Cl)cc21
 : 2 | 1 | -2 | 4 | -0.1 | 1 | -1
> Cc1cnc(C(=O)OCc2cc(=O)n3c(C)cccc3n2)cn1
 : -2 | / | / | 3 | 6.2 | 3 | 1
> S=C(Nc1ccccc1)N1CCCN1c1ccccc1
 : 10 | 2 | / | / | -2.1 | -3 | 4
> Cc1ccc(-c2c(C)sc3ncn(CC(=O)N4CCOCC4)c(=O)c23)cc1C
 : -6 | -6 | 9 | 4 | -0.3 | -2 | ?
> COc1ccc(S(=O)(=O)Nc2ccc3c(c2)C(=O)N([C@@H](C)CO)C[C@@H](C)[C@H](CN(C)S(=O)(=O)c2c(C)noc2C)OCCCC[C@H](C)O3)cc1
 : -1 | 9 | 5[16.7 µM] | 0 | -2.5 | -1 | 5
> C[C@@H]1CN([C@@H](C)CO)C(=O)c2cc(NS(=O)(=O)c3cccs3)ccc2O[C@@H]1CN(C)C(=O)Nc1ccccc1
 : 16 | -1 | -1[16.7 µM] | -4 | -6.7 | 1 | 1
> C[C@@H]1CN([C@@H](C)CO)C(=O)c2cc(NC(=O)Nc3ccc(F)cc3)ccc2O[C@@H](C)CCCCO[C@@H]1CN(C)C(=O)Nc1ccc2c(c1)OCO2
 : 23* | 15 | / | -4 | -1.8 | 2 | 4
> Cc1ccc(C(=O)CSc2ccc(-c3ccncc3)nn2)cc1
 : -3 | 2 | / | -6 | -0.9 | -1 | 2
> O=C(Nc1nnc(-c2cccs2)o1)c1ccc(S(=O)(=O)N2CCOCC2)cc1
 : -2 | 2 | / | -2 | 2.8 | -1 | 1
> NC(=O)C1=C[C@@H](C2CCCCC2)C[C@@H](OCc2ccc(CO)cc2)O1
 : -3 | / | -4 | -1 | 3.1 | 2 | 1
> COc1ccccc1N(CC(=O)NC1CCCCC1)C(=O)CCC(=O)Nc1nccs1
 : 13 | -3 | / | -1 | 2.3 | 1 | 3
> c1ccc(-c2nnnn2-c2ccccn2)cc1
 : -3 | 1 | -11 | -1 | -1.4 | 2 | 6
> Cc1ccc(OCC(=O)N2c3ccccc3CC2C)c([N+](=O)[O-])n1 (stereo not drawn)
 : 1 | -1 | 4 | -1 | 0.9 | 3 | 6
> COc1ccc(Cc2nnc(Nc3ccc(C)cc3)o2)cc1OC
 : -1 | -3 | / | 3 | 3.0 | 3 | 2
> O=C1CN(S(=O)(=O)c2ccccc2)C[C@@H]2[C@H](c3ccc(C#CCc4ccccc4)cc3)[C@@H](CO)N12
 : ? | 4 | / | 1 | 0.1 | 1 | -8
> N/C(=N\NC(=O)c1sccc1OCc1ccc(Cl)cc1Cl)c1ccccn1
 : -4 | 0 | 2 | -4 | 0.1 | 1 | 0
> CC(C)N1CCC1(C)C(=O)Nc1ccc2cn[nH]c2c1 (stereo not drawn)
 : -9 | / | -3 | 1 | -2.9 | -4 | 6
> O=C(CCC1CCCN(C(=O)C2CCCC2)C1)NCc1ccc(F)c(F)c1 (stereo not drawn)
 : / | 6 | / | 16 | 0.8 | 2 | 5
> Cc1ccc(S(=O)(=O)NNC(=O)/C=C/c2cccc(F)c2)cc1
 : 17 | 2 | 6 | -10 | -0.9 | -1 | 0
> Cc1ccc(C(=O)c2cnc3cc4c(cc3c2S(=O)(=O)c2ccccc2)OCCO4)cc1
 : 1 | -2 | -7 | 4 | / | -2 | 2
> [O-]/C(=C(\C(=S)Nc1cccc2ccccc12)[n+]1cccc(CO)c1)c1ccc(Cl)s1
 : / | 3 | 8 | 1 | -1.9 | 2 | -4
> COc1ccc(C(=O)N2CCCC(Nc3ccc(F)cc3)C2)cc1F (stereo not drawn)
 : ? | -5 | -4 | 4 | -1.5 | 1 | -4
> O=C(COC(=O)CCSc1ccccc1Cl)NCc1ccco1
 : 2 | 3 | 0 | 0 | 3.0 | 0 | -1
> CCN1CCN(C(CNS(=O)(=O)c2ccc(Cl)cc2)c2cccnc2)CC1 (stereo not drawn)
 : 0 | -3 | -4 | 2 | 1.4 | -14 | -4
> COC(=O)[C@]12C[C@H](CC(=O)NCC3CCCCC3)C(=O)N(Cc3ccccc3)C1=C[C@H](C(C)(C)C)O[C@@H]2C
 : -10 | / | / | 4 | -1.7 | 1 | 17
> Cc1ccccc1NS(=O)(=O)c1ccc(C(=O)NCC(C)(C)N2CCOCC2)cc1
 : 7 | 4 | / | 2 | -3.6 | 1 | 3
> Cc1cc(C)cc(NC(=O)COC(=O)[C@@H](NC(=O)c2ccco2)C(C)C)c1
 : -1 | -4 | / | 9 | -2.2 | -1 | 0
> Cc1nc(NCCO)c2nnn(Cc3ccccc3F)c2n1
 : / | -3 | 0 | 2 | / | 1 | 12
> CCCC(=O)Nc1ccc2c(c1)OC[C@@H](C)N(Cc1ccc(F)cc1)C[C@@H](C)[C@@H](OC)CN(C)C2=O
 : 6 | 6 | / | / | -0.9 | / | 6
> Cc1cn([C@H]2C[C@H](O)[C@@H](CNCc3ccc(-c4cc(Cl)ccc4C(F)(F)F)o3)O2)c(=O)[nH]c1=O
 : -1 | / | -5 | / | -1.8 | -1 | -3
> O=C(CSc1nnc(NC(=O)c2c(F)cccc2F)s1)NC1CCCCC1
 : 11 | -1 | / | -1 | 0.4 | 0 | 4
> CCc1ccc(NC(=O)CCC(=O)Nc2nnc(C(F)(F)F)s2)cc1
 : 4 | 0 | -8 | 0 | 2.3 | -3 | 4
> COc1ccc(S(=O)(=O)N(C)C[C@H]2Oc3ccc(NC(=O)CCCCCC(=O)Nc4ccccc4N)cc3C(=O)N([C@@H](C)CO)C[C@@H]2C)cc1
 : 2 | / | / | -3 | -0.1 | 1 | 2
> COCCCNC(=S)NNC(=O)c1ccc(S(=O)(=O)N2CCC(C)CC2)cc1
 : 1 | 1 | / | -1 | ? | 2 | 5
> S=C1NC[C@H](Cc2ccccc2)N1CCc1cccc2ccccc12
 : -8 | / | -3 | 0 | 0.1 | 0 | -5
> C=CC[C@@H](CC(=O)NCCO)C(=O)NC[C@@H](OC(=O)[C@H](CC=C)CC(=O)OC(C)(C)C)c1ccccc1
 : -6 | 0 | 9 | 3 | 1.5 | -2 | 7
> O=C(O)COc1ccc(S(=O)(=O)N2CCCC2)cc1
 : 12 | -1 | / | -1 | -1.4 | -2 | -2
> Cc1nnc(NC(=O)CSc2nnc(CNC(=O)c3ccccc3)n2-c2ccccc2)s1
 : 10 | 2 | 2 | 1 | 2.8 | 0 | 5
> Fc1cccc2ncnc(OCc3ccccc3)c12
 : -3 | -3 | / | -2 | / | -1 | 4
> COc1cc(/C=C/C(=O)c2ccc3c(c2)OCO3)cc(OC)c1OC
 : / | 2 | / | 0 | / | -3 | 5
> COc1cccc(-c2ccc([C@@H]3[C@H]4CN(C(=O)CN5CCOCC5)CC(=O)N4[C@H]3CO)cc2)c1
 : -11 | 0 | / | -1 | 0.7 | 2 | 6
> CCCn1c(N)c(C(=O)CSc2nnc3n2CCCCC3)c(=O)n(C)c1=O
 : 3 | 1 | -6 | 0 | -1.4 | 0 | -4
> CCCCc1c(O)nc(SCC(=O)N2CCOCC2)n(-c2ccccc2OC)c1=O
 : -2 | -2 | / | -3 | -1.5 | -1 | 3
> O=C(C[C@@H]1C/C=C/CC[C@H](Cc2ccc(F)cc2)C(=O)OCCNC1=O)N[C@H](CO)Cc1ccccc1
 : ? | -2 | -13 | 5 | -8.3 | / | -3

Next section:
Values run as follows: DENV2 CPE | SIRT5 inh | miR122 inh | ERAP1 inh | F508del corr | CASP6 VEID inh | ERp5 inh
> O=C(Cc1ccc2c(c1)CCCC2)Nc1ccccc1Cl
 : -5 | -4 | -5 | 6 | -2.4 | / | 0
> Oc1ccc(F)c(CN2CCN(c3ncc(Cc4ccccc4)cn3)CC2)c1
 : 10 | -2 | / | -5 | -0.6 | 2 | -1
> Cc1ccc(S(=O)(=O)NNC2=NCCCCC2)cc1
 : 1 | / | 1 | 3 | -2.3 | -2 | 3
> CC1CCCC(NC(=O)c2cccc(S(=O)(=O)N3CCN(c4ccccc4)CC3)c2)C1C (stereo not drawn)
 : -7 | 6 | -3 | 3 | -0.1 | 12 | 0
> Cc1nc(SCC(=O)N2CCOCC2)c2c3c(sc2n1)CCC3
 : 3 | / | / | -1 | -10 | 2 | -4
> C[C@@H]1CN([C@H](C)CO)C(=O)c2cc(C#CC3(O)CCCC3)cnc2O[C@H]1CN(C)Cc1cccnc1
 : -8 | 0 | 1[16.7 µM] | 0 | 1.7 | 3 | -3
> O=C(Nc1ccc(N2CCN(C(=O)c3ccco3)CC2)c(Cl)c1)c1c(F)c(F)c(F)c(F)c1F
 : / | -3 | -2 | 8 | / | -1 | -1
> Cc1ccccc1-c1cc2nc(NCCOc3ccccc3Cl)n(C)c(=O)c2s1
 : -8 | / | 5 | -1 | 1.8 | -3 | 2
> CC(C)(C)c1ccc2cc(F)cc(F)c2n1
 : -6 | -1 | 1 | 5 | -1.1 | 3 | -2
> CC(C)Sc1nc2ncnc(N)c2[nH]1
 : 4 | 1 | -2 | -3 | 2.9 | 3 | 3
> C=CCOCCN(C)C1=NS(=O)(=O)c2ccccc21
 : 1 | 0 | 7 | 2 | -0.5 | 2 | -1
> CC(=O)N1[C@@H]2c3ccc(/C=C/c4ccccc4)c(=O)n3C[C@H]1[C@H](CO)[C@H]2C(=O)NCC1CC1
 : -5 | -131 | 2[16.7 µM] | 2 | 0.8 | 1 | 0
> O=C(CN1C(=O)COc2ccccc2C1=O)c1ccc2c(c1)OCCO2
 : 6 | -4 | -1 | -2 | -2.1 | 0 | -14
> CC1CCN(CC(=O)NCCc2ccc(F)cc2)CC1
 : 6 | -1 | / | -4 | -1.9 | -8 | -3
> CCOC(=O)C1(Cc2ccccc2)CCCN(C2CCN(C(C)=O)CC2)C1 (stereo not drawn)
 : 6 | 23* | -5 | -1 | -1.0 | -3 | 7
> NS(=O)(=O)c1ccc(NC(=S)N2CCC(O)CC2)cc1
 : -2 | -2 | / | 2 | -2.4 | 0 | 2
> Oc1cccc(C(O)CNCc2ccc(-c3ccccc3)cc2)c1 (stereo not drawn)
 : 11 | 1 | -9 | -3 | -3.1 | -2 | 6
> Cc1cccc(NC(=O)c2nc[nH]c2C(=O)N[C@@H](Cc2ccccc2)C(=O)OC(C)(C)C)c1
 : 8 | / | 3 | -2 | 2.1 | -1 | -4
> N#CC1CN(Cc2ccccc2)CN(Cc2ccccc2)C1
 : 1 | -1 | / | 3 | -4.6 | 0 | 4

Quoted at random: two records from the list.
Values run as follows: DENV2 CPE | SIRT5 inh | miR122 inh | ERAP1 inh | F508del corr | CASP6 VEID inh | ERp5 inh
> C=CCOCCN(C)C1=NS(=O)(=O)c2ccccc21
 : 1 | 0 | 7 | 2 | -0.5 | 2 | -1
> CC(=O)N1[C@@H]2c3ccc(/C=C/c4ccccc4)c(=O)n3C[C@H]1[C@H](CO)[C@H]2C(=O)NCC1CC1
 : -5 | -131 | 2[16.7 µM] | 2 | 0.8 | 1 | 0
